Assay outcomes: PubChem BioAssay, Sanford-Burnham Center for Chemical Genomics
Gli-Sufu block = blocks Gli-Sufu signaling in a luciferase reporter. 0.74% of 340,000 active. Sufu-KO-LIGHT fibroblasts, Gli luciferase reporter luminescence. AID 588413. inhibition, % at 5 µM;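 active = inhibition above about 55%, limit read from the data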;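 also: 0% = DMSO-treated cells and 100% = wells with medium but no cells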
EBI2 block = EBI2 (human) antagonism | P32249 | EBI2 beta-arrestin recruitment, luminescence, 7a,25-OHC stimulated | inhibition, % at 5 µM | 0.81% of 360,000 active | AID 651636; in the data active = inhibition above about 38%;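 also: enzyme fragment complementation signal reports receptor beta-arrestin coupling in cells; 0% = agonist plus DMSO wells and 100% = wells without agonist; some results beyond the cut were filed as inactive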
UBC13 inh = human UBC13 polyubiquitination inhibition; 0.47% of 330,000 active; inhibition, % at 20 µM; AID 485273; UBC13 polyubiquitin chain formation, TR-FRET; in the data active = inhibition above about 45%, passing the limit was not always enough
697 NFkB inh = inhibitors of the PMA/ionomycin-induced NF-kB reporter in 697 B cells. 0.33% of 330,000 active. 697 B-cell NF-kB luciferase reporter, 16 h. inhibition, % at 4 µM; in the data active = inhibition above about 35%
Jurkat NFkB inh = inhibitors of the PMA/ionomycin-induced NF-kB reporter in Jurkat cells. inhibition, % at 4 µM. 0.53% of 330,000 active. PMA/ionomycin-induced NF-kB luciferase reporter, luminescence; in the data active = inhibition above about 50%
CCR6 antag = blocks CCL20-driven beta-arrestin recruitment at human CCR6; P51684; CHO-K1 CCR6 PathHunter beta-arrestin, luminescence, CCL20-stimulated; inhibition, % at 20 µM; 0.49% of 340,000 active; AID 493098;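 active = compounds whose inhibition of the agonist-driven luminescence signal at 20 µM reaches about 50%, limit read from the data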;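 also: cells stimulated with CCL20 at 14 nM final; plate controls were DMSO with CCL20 for no effect and DMSO without agonist for full effect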
Target sequence (P51684 whole entry, looked up): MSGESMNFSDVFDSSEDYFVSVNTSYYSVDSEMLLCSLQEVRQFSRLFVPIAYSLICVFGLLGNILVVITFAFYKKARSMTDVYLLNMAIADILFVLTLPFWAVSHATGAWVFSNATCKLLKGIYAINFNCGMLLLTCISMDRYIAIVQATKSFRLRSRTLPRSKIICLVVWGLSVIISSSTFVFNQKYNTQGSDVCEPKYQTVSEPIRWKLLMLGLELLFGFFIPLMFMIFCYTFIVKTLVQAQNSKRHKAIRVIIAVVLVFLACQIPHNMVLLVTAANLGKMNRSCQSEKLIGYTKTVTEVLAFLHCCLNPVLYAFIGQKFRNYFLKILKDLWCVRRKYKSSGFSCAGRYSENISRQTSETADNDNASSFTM
CXCR6 block = blocks human CXCR6 beta-arrestin recruitment; O00574; 0.36% of 360,000 active; AID 602244; inhibition, % at 20 µM; CHO-K1 PathHunter CXCR6 beta-arrestin, luminescence; in the data active = inhibition above about 34%, passing the limit was not always enough;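 also: antagonist mode with CXCL16 agonist at 10 nM final; 0% = 10 nM CXCL16 with DMSO and 100% = unstimulated wells without agonist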
Target sequence (O00574 whole entry, looked up): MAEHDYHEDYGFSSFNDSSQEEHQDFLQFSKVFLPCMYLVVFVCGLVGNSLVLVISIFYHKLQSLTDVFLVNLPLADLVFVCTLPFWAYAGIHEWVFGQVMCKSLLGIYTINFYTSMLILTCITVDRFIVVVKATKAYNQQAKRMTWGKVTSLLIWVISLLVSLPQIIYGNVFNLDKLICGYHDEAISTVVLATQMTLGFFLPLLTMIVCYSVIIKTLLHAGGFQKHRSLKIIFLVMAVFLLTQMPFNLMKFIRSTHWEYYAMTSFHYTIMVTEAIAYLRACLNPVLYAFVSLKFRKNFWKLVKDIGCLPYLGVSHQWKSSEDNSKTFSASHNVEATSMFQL
APJ antag = antagonists of human APJ apelin receptor. P35414. CHO-K1 APJ beta-arrestin complementation, luminescence. inhibition, % at 20 µM. 0.32% of 330,000 active. AID 2521;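 active = inhibition above about 40% at 20 µM, limit read from the data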;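 also: cells challenged with 10 nM apelin-13 agonist together with compound; plate controls were apelin-13 plus DMSO wells for no effect and DMSO wells lacking apelin-13 for full effect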
Target sequence (P35414 whole entry, looked up): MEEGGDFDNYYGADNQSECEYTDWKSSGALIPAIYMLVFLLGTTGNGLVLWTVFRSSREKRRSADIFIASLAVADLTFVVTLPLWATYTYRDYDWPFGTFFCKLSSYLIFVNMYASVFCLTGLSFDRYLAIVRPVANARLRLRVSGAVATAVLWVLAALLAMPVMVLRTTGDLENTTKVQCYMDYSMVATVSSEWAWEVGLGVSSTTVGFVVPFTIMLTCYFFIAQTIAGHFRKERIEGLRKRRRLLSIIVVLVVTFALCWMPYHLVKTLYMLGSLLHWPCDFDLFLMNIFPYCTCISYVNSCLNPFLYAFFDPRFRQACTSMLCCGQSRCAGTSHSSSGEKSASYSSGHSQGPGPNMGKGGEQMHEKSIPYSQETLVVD
An asterisk follows results filed as active; nt = no result given. No enrichment for hits; overall some 3% were active at least once.

SMILES	Gli-Sufu block	EBI2 block	UBC13 inh	697 NFkB inh	Jurkat NFkB inh	CCR6 antag	CXCR6 block	APJ antag
CCn1ncc(/C=C/C(=O)Nc2c(C)nn(CC)c2C)c1C	-10	-20	1	3	8	-11	2	0
CNC(=O)N(O)C1N(/N=C/c2ccc(N(C)C)cc2)C(=S)SC1(C)C (stereo not drawn)	-1	-7	-4	4	-9	3	-12	11
NC(=O)c1cnn(C2CCS(=O)(=O)C2)c1 (stereo not drawn)	-4	0	-5	-11	-11	4	2	-6
CCN1C(=O)CC(c2ccccc2)N(C2CCCC2)c2nc(Nc3ccc(C(=O)NC4CCN(C)CC4)cc3OC)ncc21 (stereo not drawn)	16	11	61*	-15	-5	19	-9	19
CC(=O)OC(C)CS(=O)(=O)c1ccccc1 (stereo not drawn)	11	6	7	20	-4	8	2	-3
CN1CCC(C2(O)c3ccccc3CCc3ccccc32)CC1	12	-3	4	4	-14	8	4	4
Cc1ccccc1NC(=O)Cc1nc(COC(=O)COc2ccc(C(C)(C)C)cc2)cs1	-3	-4	15	-1	5	16	-7	17
Cc1cc(=O)oc2cc(NC(=O)COc3cccc(C(F)(F)F)c3)ccc12	-13	1	-20	7	4	6	-5	-16
CCOC(=O)N1CCN(C(=O)C(CC(C)C)NS(=O)(=O)c2ccc3c(c2)oc(=O)n3C)CC1 (stereo not drawn)	6	-9	4	18	11	-6	4	15
Nc1c(C(=O)Nc2ccccc2)sc2nc3c(c(-c4ccco4)c12)CCC3	-28	20	-29	-120	-77	6	10	-19
Cc1ccc(C)c(NC(=O)CSc2nnc(-c3ccco3)o2)c1	-2	1	8	25	10	2	-5	7
COC(=O)c1cc2sccc2n1CC(=O)Nc1ccc(OC)c(OC)c1OC	nt	-9	-1	-14	-7	-30	2	-24
CC1(C(=O)OCC(=O)Nc2cc(S(=O)(=O)N3CCOCC3)ccc2Cl)CC1(Cl)Cl (stereo not drawn)	-2	-1	nt	nt	nt	7	-1	nt
COc1cc(C(=O)N2CCN(S(=O)(=O)c3ccc(C)cc3)CC2)ccc1OCc1c(C)noc1C	5	-7	5	2	2	-14	4	7
CN(c1cccc(NC(=O)c2cccc([N+](=O)[O-])c2)c1)S(C)(=O)=O	-4	-2	8	19	-11	-6	-1	3
COc1cccc2cc(C(=O)n3ccc(C)n3)c(=O)oc12	0	-8	-2	13	7	-20	-16	15
COc1cc(S(=O)(=O)NC2CCCC2)c(OC)cc1Cl	-5	-10	-2	2	-15	9	46*	7
COc1ccc2c(c1)c1nnc(SCC(=O)Nc3ccccc3F)nc1n2C	-6	3	2	4	-2	17	16	18
CC(=NNC(=O)c1ccc(NS(=O)(=O)c2cccs2)cc1)c1ccc(OCC(N)=O)cc1	-2	0	4	10	0	0	4	4
CC12C(=O)N(c3ccc(OC(=O)c4ccco4)cc3)C(=O)C1C1c3ccccc3C2c2ccccc21 (stereo not drawn)	10	-4	-4	16	14	-3	-10	-7

Fetched by structure from the list above (2):
SMILES	Gli-Sufu block	EBI2 block	UBC13 inh	697 NFkB inh	Jurkat NFkB inh	CCR6 antag	CXCR6 block	APJ antag
CCN1C(=O)CC(c2ccccc2)N(C2CCCC2)c2nc(Nc3ccc(C(=O)NC4CCN(C)CC4)cc3OC)ncc21 (stereo not drawn)	16	11	61*	-15	-5	19	-9	19
CC(=NNC(=O)c1ccc(NS(=O)(=O)c2cccs2)cc1)c1ccc(OCC(N)=O)cc1	-2	0	4	10	0	0	4	4

Additional entries.
SMILES	Gli-Sufu block	EBI2 block	UBC13 inh	697 NFkB inh	Jurkat NFkB inh	CCR6 antag	CXCR6 block	APJ antag
COc1ccccc1CNC(=O)COC(=O)CCN=C1NS(=O)(=O)c2ccccc21	6	-8	-1	10	0	-2	1	8
O=C(CSc1nc2c(sc3ccccc32)c(=O)n1CCCN1CCCC1)NCc1ccco1	18	13	3	1	-22	18	14	-12
CC(NC(=O)C(c1ccccc1)c1ccccc1)c1ccc(S(N)(=O)=O)cc1 (stereo not drawn)	8	5	-1	-11	-24	3	-2	6
Cc1coc2cc3oc(=O)cc(C)c3cc12	-6	6	10	-6	0	12	5	-16
CC(=O)Nc1ccc(NC(=O)COC(=O)c2cc(S(=O)(=O)N3CCCC3)ccc2O)cc1	-2	-6	-15	13	9	3	3	2
Cc1cc(C(=O)Nc2ccc(Cl)cc2)c2ccccc2n1	2	6	-2	-7	-12	18	-8	1
Cc1ccc(NC(=O)N2CCCN(Cc3ccc(F)cc3)C2)cc1C	3	19	7	-4	13	13	0	-2
CCN1C(=O)c2ccccc2S(=O)c2ccc(C(=O)N3CCCCCC3)cc21 (stereo not drawn)	-2	-2	11	1	19	2	-7	20
CCN1C(=O)c2ccccc2S(=O)c2ccc(C(=O)NCCCN3CCCC3=O)cc21 (stereo not drawn)	-6	-6	5	-5	3	0	4	15
O=C(OCc1cc(=O)n2ccsc2n1)c1ccccc1O	-5	-1	-2	-3	-9	4	-2	9
O=C(OCCN1CCCCC1)c1ccccc1Br	0	-10	1	9	-2	10	1	-10
Cc1nc(N2CCN(S(=O)(=O)c3ccc(F)cc3)CC2)c2c(-c3cccs3)csc2n1	7	14	6	5	8	11	5	7
CC1=CC(C)(C)N(C(=O)Nc2ccccc2)c2ccccc21	-23	-9	-9	-6	-9	-1	-11	23
C/C(=N/NC(=O)CNC(=O)C1COc2ccccc2O1)c1ccc2c(c1)OCCO2 (stereo not drawn)	-2	5	3	-13	-19	9	-4	-13
O=C(Nc1c2c(nn1-c1ccc([N+](=O)[O-])cc1)CS(=O)(=O)C2)c1ccccc1F	35	-5	-6	-9	-11	18	13	27
O=[N+]([O-])c1ccc(N/N=C2\CC3CC=CC23)c([N+](=O)[O-])c1 (stereo not drawn)	32	-4	-33	5	11	12	0	-40
O=C(NC(=S)N1CCc2ccccc21)c1ccc(Br)o1	-17	-4	11	-3	2	38	11	27
COc1ccc(CC(=O)Nc2ccccc2N2CCCCC2)cc1OC	11	15	2	9	3	11	2	18
Cc1nc(NC2=NCN(CCCN3CCOCC3)CN2)nc2c(C)cccc12	18	-14	27	-38	64*	16	4	35
COc1ccc(C)cc1N1C(=N)/C(=C2/Nc3ccccc3S2)C(c2ccccc2)C1=O (stereo not drawn)	-8	1	nt	nt	nt	10	-7	nt
CCC(=O)N/N=C(\C)CC(=O)Nc1cc(Cl)ccc1C	-4	-1	3	1	17	1	-7	1
CCSc1nnc(-c2ccccc2N=Cc2c(C)[nH]n(-c3ccccc3)c2=O)c(=O)[nH]1	-1	1	-20	4	-7	27	-2	-3
CC(Sc1nnc(C(F)(F)F)n1C)C(=O)Nc1ccc(N2CCOCC2)cc1 (stereo not drawn)	-7	1	4	13	0	-10	1	0
CCCc1nc(SCC(=O)O)c2sc(=S)n(-c3ccccc3)c2n1	2	-2	-4	2	5	10	4	10
COc1ccc(S(=O)(=O)c2snnc2C)cc1	1	-6	1	-4	-4	7	-3	10
C/C(=C\COc1ccc2ccc(=O)oc2c1)CC[C@@H](O)C(C)(C)O	-17	-12	8	-17	-22	0	-2	-4
CN(CC(=O)NCCc1ccc(S(N)(=O)=O)cc1)S(=O)(=O)/C=C/c1ccccc1	-9	-2	1	2	1	10	-1	8
Cc1nnc(C)c2c(C)n(Cc3ccc4c(c3)OCO4)c(C)c12	29	1	15	-37	-8	17	7	16
CC(=O)N(Cc1cc(=O)[nH]c2ccccc12)c1ccccc1	3	12	0	20	11	-3	1	23
Cc1oc(-c2cccs2)nc1CS(=O)CC(=O)NCc1ccc2c(c1)OCO2 (stereo not drawn)	-4	-7	11	18	-1	9	-3	-11
Cc1cccc(NC(=O)c2ccccc2NC(=O)c2ccco2)c1	2	-3	2	-5	0	-2	-1	12
Cc1ccc(NC(=O)Nc2nnc(CSCCOc3ccc(Cl)cc3)s2)cc1	4	1	-11	-2	20	-11	-11	8
CCSc1nc2sc3c(c2c(=O)n1-c1ccccc1)CCN(C(C)C)C3	18	1	1	-41	-13	1	2	2
COc1ccc(Br)cc1CN1C(=O)NC2(CCCCCC2)C1=O	24	0	-3	6	-16	21	7	5
CC(C)(C)c1ccc(-c2nnc(SCC(=O)NC3CC3)o2)cc1	-26	-12	5	57*	-78	14	-3	-11
Cc1ccc(S(=O)(=O)N2CCOCC2)c2nsnc12	1	-19	-13	4	-12	-9	-4	-9
CC(C)COC(=O)N1CC(O)CC1C(=O)Nc1ccc2c(c1)OCO2 (stereo not drawn)	-2	-20	18	18	4	-3	1	-8
O=c1[nH]c(=S)[nH]c2c1C(c1cc([N+](=O)[O-])c(N3CCOCC3)cc1N1CCOCC1)O2 (stereo not drawn)	5	11	-25	27	9	19	19	1
O=C(c1cccn(Cc2ccc(Cl)c(Cl)c2)c1=O)N1CCOCC1	-6	-4	-5	-5	5	-4	3	0
CCCC[C@@H]1CNCCN1CC1(c2ccccc2)CC1	6	-2	8	27	9	-2	3	5
Cc1ccc(NC(=S)NNc2ncc(C(F)(F)F)cc2Cl)c(C)c1	-2	24	-18	-27	-13	81*	65*	53*
COc1ccc2c(c1)OC1=C(C(=O)CCC1)C2C1=C(O)CCCC1=O (stereo not drawn)	11	-3	14	19	7	-7	4	-1
CC(C)Cc1cc(C(=O)NCc2cccs2)no1	-74	0	0	-61	-75	4	-6	2
COc1ccc(CN2CCNC(=O)C2CC(=O)NCCc2nc(C)c(C)s2)c(OC)c1 (stereo not drawn)	-6	5	-2	12	-3	-5	4	10
Cc1ccc(NC(=O)NNC(=O)c2snnc2C)cc1	-3	8	-12	-15	-14	8	2	14
CCOC(=O)NC1Cc2ccccc2C1Sc1ccccn1 (stereo not drawn)	-3	10	5	-7	5	14	3	7
COc1cccc(CNC(=O)CN2C(=O)CCSc3ccc(S(=O)(=O)N4CCCC4)cc32)c1	-19	7	-6	3	-1	8	2	-3
N#CC1=C(N2CCOCC2)/C(=C\c2ccccc2)CC1	-2	1	-2	-9	-8	22	-4	0
Cc1oc2ccc(OCc3ccc(Br)cc3)cc2c1C(=O)O	23	-4	-8	7	1	-6	-3	4
O=C(C1CCCO1)N1CCN(c2ccccn2)CC1 (stereo not drawn)	-3	-4	7	17	6	-9	-7	-2
Cn1c(CCNC(=O)c2cccs2)nnc1SCC(=O)Nc1nc(-c2ccccc2)cs1	-6	3	0	1	-5	11	-9	-8
O=C(NCCc1nnc2ccc(NCc3ccccc3Cl)nn12)c1ccccc1	2	1	1	13	1	7	10	6
CCn1c(SCc2nc3cc(OC)c(OC)cc3c(=O)[nH]2)nnc1-c1ccncc1	-1	-7	-9	21	12	11	-17	15
O=C(COc1ccc2c(c1)OCO2)Nc1nncs1	-8	-4	0	5	-7	13	5	9
Cc1coc2cc3oc(=O)c(CCC(=O)NCCCN4CCOCC4)c(C)c3cc12	5	2	26	3	-11	-4	-9	-5
COC(=O)COc1ccc(C2Nc3c(Cl)ccc(C(=O)O)c3C3C=CCC32)cc1 (stereo not drawn)	-1	-6	-15	14	0	1	7	-8
CN[C@H](C(=O)NC[C@H]1O[C@@H](n2cnc3c(N)ncnc32)[C@H](O)[C@@H]1O)[C@@H](C)OCc1ccccc1	2	-11	nt	4	nt	0	2	nt
Cc1nnc(N/N=C/c2c(O)n(-c3cccc(C(F)(F)F)c3)c(=O)c3ccccc23)[nH]c1=O	nt	nt	-6	12	5	nt	nt	-21
COc1ccc(CCNS(=O)(=O)c2cccc(S(=O)(=O)N3CCCC3)c2)cc1OC	1	0	nt	nt	nt	1	0	nt
Cc1cc(C)n(Cc2ccc(C(=O)O)cc2)n1	0	-1	6	16	10	9	2	2
CCn1c(SCc2c(Cl)cccc2Cl)nc2nc3c(cc2c1=O)CCCC3	19	34	8	-1	55*	35	12	33

Results in 697 NFkB inh, CXCR6 block and Jurkat NFkB inh, for some of the entries so far:
mol	697 NFkB inh	CXCR6 block	Jurkat NFkB inh
CCn1c(SCc2nc3cc(OC)c(OC)cc3c(=O)[nH]2)nnc1-c1ccncc1	21	-17	12
O=C(COc1ccc2c(c1)OCO2)Nc1nncs1	5	5	-7
Cc1coc2cc3oc(=O)c(CCC(=O)NCCCN4CCOCC4)c(C)c3cc12	3	-9	-11
COC(=O)COc1ccc(C2Nc3c(Cl)ccc(C(=O)O)c3C3C=CCC32)cc1 (stereo not drawn)	14	7	0
CN[C@H](C(=O)NC[C@H]1O[C@@H](n2cnc3c(N)ncnc32)[C@H](O)[C@@H]1O)[C@@H](C)OCc1ccccc1	4	2	nt
